# LYPLA2 counter – LYPLA2 inhibitors, primary screen, counter-screen for PME1 inhibitor project, biochemical, fluorescence polarization, FP-Rh probe ABPP; Acyl-protein thioesterase 2 (Homo sapiens), O95372; recombinant LYPLA2; inhibition, % at 5.9 µM; 0.38% of 320,000 active;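 active = inhibition above the screen-wide mean plus 3 SD, limit set per campaign, cut at about 26% in these data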;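 also: 0% = LYPLA2 with DMSO and 100% = wells lacking LYPLA2 enzyme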
# Target sequence (O95372 whole entry, looked up): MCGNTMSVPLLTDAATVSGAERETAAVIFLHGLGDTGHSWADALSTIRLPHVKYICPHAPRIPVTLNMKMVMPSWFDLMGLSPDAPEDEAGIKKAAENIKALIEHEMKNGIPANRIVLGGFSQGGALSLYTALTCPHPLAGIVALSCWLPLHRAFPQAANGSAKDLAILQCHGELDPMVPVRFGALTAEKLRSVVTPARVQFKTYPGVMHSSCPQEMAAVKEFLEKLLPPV
# PREPL inh – PREPL enzyme inhibitors, primary screen, biochemical, fluorescence polarization | 0.68% of 320,000 active | recombinant PREPL, fluorescence polarization activity-based probe | inhibition, % at 5.96 µM | Prolyl endopeptidase-like (Homo sapiens), Q4J6C6; in the data active = inhibition above about 43%;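 also: 0% = enzyme with DMSO and 100% = wells lacking enzyme; many of its hits are not listed in these tables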
# HCV core dimer – inhibitors of HCV core protein dimerization, primary screen, biochemical, TR-FRET, high-throughput; TR-FRET GST/Flag-core106 dimerization, 1536-well; inhibition, % at 5 µM; 0.33% of 300,000 active;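 active = inhibition above the mean of all tested compounds plus 3 SD, set per screening campaign, cut at about 45% in these data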
#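 Assay system: Tagged HCV core106 pair (GST and Flag) | Buffer or medium: KF-containing HEPES buffer, pH 7.45, DTT, CHAPS, BSA | Also added: Eu donor and XL665 acceptor anti-tag antibodies | Dosing: One concentration, 5 µM, in 0.5% DMSO | Timing: 4 h at 22.5 °C | Technique: TR-FRET 671 and 617 nm emission | Repeats: Singlicate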
# GASC-1 inh – inhibitors of GASC-1 histone demethylase, primary screen, biochemical, fluorescence, DELFIA europium; GST-JMJD2C(1-420) H3K9me3 demethylation; inhibition, % at 2.35 µM; 0.069% of 330,000 active;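 active = more than half of a compound's replicate wells show inhibition beyond 50%, single wells judged on their own value; inconclusive = some, but no more than half, of replicates pass 50% inhibition; inactive = no replicate passes 50% inhibition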;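 also: signal counts dimethyl H3K9 product captured on neutravidin plate; 0% = median of DMSO wells and 100% = 0.3 times that DMSO median; strong numbers were not always called active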
# PP1 counter – PP1-alpha phosphatase inhibitors, primary screen, counter-screen for PP5 inhibitor project, biochemical, fluorescence, OMFP substrate, single point; 0.9% of 320,000 active; inhibition, % at 6.7 µM; purified PP1alpha; Serine/threonine-protein phosphatase PP1-alpha catalytic subunit (Homo sapiens), P62136;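 active = inhibition above the mean inhibition of all tested compounds plus 3 SD, computed separately for each screening campaign, cut at about 15% in these data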
# Target sequence (P62136 whole entry, looked up): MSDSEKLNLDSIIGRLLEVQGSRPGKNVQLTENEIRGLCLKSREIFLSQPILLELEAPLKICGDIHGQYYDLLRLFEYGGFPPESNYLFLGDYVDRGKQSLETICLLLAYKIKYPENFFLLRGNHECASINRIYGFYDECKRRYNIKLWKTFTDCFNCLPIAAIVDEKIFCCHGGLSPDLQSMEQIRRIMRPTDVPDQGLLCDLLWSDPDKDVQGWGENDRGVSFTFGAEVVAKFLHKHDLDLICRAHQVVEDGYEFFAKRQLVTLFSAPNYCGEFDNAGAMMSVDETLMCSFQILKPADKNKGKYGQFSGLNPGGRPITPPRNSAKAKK
# Efflux pump mplx – inhibitors of Candida efflux pumps in yeast, primary screen, S. cerevisiae, Nile Red, multiplex. S. cerevisiae Candida pump triplex. 0.44% of 330,000 active. inhibition, % at 10 µM. AID 485275, 2010;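 active = plate passing quality check with inhibition over a set limit, or well fluorescence over plate mean plus 4 SD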;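 also: Nile Red retained in pooled yeast measured as flow cytometry median fluorescence; 0% = buffer negative control and 100% = Enniatin B positive control; higher means more Nile Red kept so more efflux inhibition; some compounds called inactive have numbers as strong as hits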
# CTSL1 counter – Fasciola hepatica cathepsin L1 inhibitors, primary screen, counter-screen for PFM18AAP inhibitor project, biochemical, QFRET, fluorogenic peptide substrate. recombinant F. hepatica cathepsin L1, Z-Leu-Arg-MCA fluorescence. inhibition, % at 5.96 µM. 0.49% of 300,000 active. AID 1906, 2009;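 active = inhibition above the mean of all tested compounds plus 3 SD, set per screening campaign, cut at about 17% in these data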;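 also: 0% = plate median of test compound wells and 100% = 1 µM Z-Phe-Ala-diazomethylketone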
# PP5 inh – PP5 phosphatase inhibitors, primary screen, biochemical, fluorescence | purified PP5c, OMFP substrate fluorescence | inhibition, % at 6.7 µM | 0.18% of 320,000 active;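 active = inhibition above the campaign's mean inhibition across all tested compounds plus 3 SD, cut at about 9.5% in these data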;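 also: 0% = DMSO only and 100% = 100 µM cantharidin control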
# Target sequence (P53041 whole entry, looked up): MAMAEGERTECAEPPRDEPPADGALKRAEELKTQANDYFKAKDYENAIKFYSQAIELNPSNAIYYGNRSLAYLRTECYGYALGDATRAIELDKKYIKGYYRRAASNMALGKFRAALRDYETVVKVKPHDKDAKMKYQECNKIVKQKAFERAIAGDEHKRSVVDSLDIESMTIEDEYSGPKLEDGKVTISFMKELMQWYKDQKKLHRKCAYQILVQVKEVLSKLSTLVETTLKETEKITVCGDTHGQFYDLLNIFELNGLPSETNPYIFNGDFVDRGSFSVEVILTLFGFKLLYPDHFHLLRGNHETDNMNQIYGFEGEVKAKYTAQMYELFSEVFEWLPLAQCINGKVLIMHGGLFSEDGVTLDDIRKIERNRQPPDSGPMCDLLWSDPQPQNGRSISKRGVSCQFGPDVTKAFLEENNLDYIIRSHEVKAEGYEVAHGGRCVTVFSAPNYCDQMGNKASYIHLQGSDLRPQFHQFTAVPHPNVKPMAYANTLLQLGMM
# TPT1 inh – Candida albicans TPT1 enzyme inhibitors, primary screen, biochemical, fluorescence polarization | tRNA 2'-phosphotransferase TPT1 (Candida albicans SC5314) | recombinant caTPT1, FP RNA substrate dephosphorylation | inhibition, % at 5 µM | 0.81% of 300,000 active | AID 1962, 2009;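 active = inhibition above the mean of all tested compounds plus 3 SD, set per screening campaign, cut at about 24% in these data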;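 also: plate controls were DMSO alone for no effect and ferristatin control at 100 nM for full effect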
# The depositor's hits bear a star; ? = inconclusive; . = no result given.
(1) O=C(/C=C/c1ccccc1)OCC(=O)N1CCN(c2ccccc2)CC1
(2) C=CCSc1nc(-c2ccccc2)c2cc(Cl)ccc2n1
(3) O=C(CS(=O)CC(=O)N(CC(=O)NC1CCCC1)c1ccc2c(c1)OCCO2)Nc1ccc(F)cc1 (stereo not given)
(4) Cn1c2c(c(=O)n(C)c1=O)C(C(F)(F)F)(C(F)(F)F)N=C(c1ccc(Cl)cc1)N2
(5) Cc1c(-c2nn(C)c(=O)c3ccccc23)oc2ccc(F)cc2c1=O
(6) N#CC1(NC(=O)CSc2nnc(COc3ccccc3F)n2N)CCCCC1
(7) NS(=O)(=O)c1cc(C(=O)OCC(=O)Nc2ccccc2[N+](=O)[O-])ccc1Cl
(8) O=C(NC1CC1)c1ccc(COc2ccc(F)cc2)o1

Screen / compound no.	1	2	3	4	5	6	7	8
LYPLA2 counter	4	-7	9	56*	3	2	6	0
PREPL inh	-12	-9	12	6	6	17	2	9
HCV core dimer	4	6	-1	-2	7	-4	3	5
GASC-1 inh	5	-2	1	-6	-6	2	-4	-3
PP1 counter	-6	-2	-4	-1	3	-5	-5	-3
Efflux pump mplx	0.2	0.1	0.3	0.1	0.0	-0.1	0.1	0.0
CTSL1 counter	-15	0	-2	1	-4	3	-2	-1
PP5 inh	2.1	1.1	4.4	3.0	2.5	-0.6	-2.3	1.1
TPT1 inh	0	-3	0	3	-2	1	1	-1

# Single values from the results shown.
# Under HCV core dimer, no. 8 is entered as 5
# Under GASC-1 inh, no. 2 is entered as -2
# Under PP1 counter, no. 3 is entered as -4
# Under LYPLA2 counter, no. 5 is entered as 3

# The results go on.
(9) Cc1ccc(C(=O)C[n+]2ccc3ccccc3c2)cc1
(10) CC(/C=N/n1c(C2CCCCC2)n[nH]c1=S)=C\c1ccccc1
(11) C1CCC(OCCN2CCN(CCOC3CCCCC3)CC2)CC1
(12) O=C1OC(c2ccccc2)=N/C1=C/c1cccc(OC(=O)c2cccs2)c1
(13) COc1ccc2ncc(S(=O)(=O)c3ccccc3)c(N3CCC4(CC3)OCCO4)c2c1
(14) Cc1cc(-c2nnc(SCC(=O)Nc3ccccc3C)n2N)n[nH]1
(15) CC1=CSC2=NC(C(F)(F)F)(C(F)(F)F)NC(=O)N12
(16) COc1ccc(S(=O)(=O)N2CCN(CCO)CC2)cc1-c1nnc2c3ccccc3c(C)nn12

Screen / compound no.	9	10	11	12	13	14	15	16
LYPLA2 counter	-4	8	4	-10	1	-4	3	-4
PREPL inh	17	4	-3	22	-14	8	13	-1
HCV core dimer	-3	8	2	23	3	0	-2	-5
GASC-1 inh	-32	0	-1	-4	-3	20	-4	9
PP1 counter	-2	4	-2	-7	1	0	-3	-1
Efflux pump mplx	-0.1	0.1	0.0	0.2	0.0	0.0	0.0	0.2
CTSL1 counter	-2	5	-1	-1	1	-2	-2	1
PP5 inh	1.1	1.8	0.4	-0.8	2.3	2.1	-0.2	-1.8
TPT1 inh	1	-3	2	2	-2	-1	0	1

(17) CN(Cc1ccccc1)C(=O)c1ccc(NC(=O)C2=CSCCO2)cc1
(18) O=C(CC1C(=O)NCCN1Cc1cccc(Oc2ccccc2)c1)NCC1CCOCC1 (stereo not given)
(19) O=c1[nH]cnc2onc(-c3ccc(F)cc3)c12
(20) O=C(CSc1nccc(=O)[nH]1)Nc1ccc(N2CCOCC2)c(Cl)c1
(21) O=C(NC(=S)Nc1nc2ccccc2s1)c1cccs1
(22) CCn1cc(C(=O)N[C@H](C(=O)NCCN2CCOCC2)C(C)C)c(=O)c2cc3c(cc21)OCO3
(23) O=S(=O)(Nc1ccc(Cc2ccncc2)cc1)c1ccc(Br)cc1
(24) Cc1csc(=NC(=O)c2ccccc2)n1Cc1ccco1

Screen / compound no.	17	18	19	20	21	22	23	24
LYPLA2 counter	2	5	0	-1	-2	4	2	0
PREPL inh	6	5	5	6	5	-1	-14	-12
HCV core dimer	-8	-4	3	-13	5	-4	2	-2
GASC-1 inh	6	8	5	-47	-3	-7	2	0
PP1 counter	2	-2	8	-2	-1	1	0	3
Efflux pump mplx	0.5	-0.1	0.2	0.0	-0.2	0.0	0.0	0.0
CTSL1 counter	-8	2	3	-1	0	-1	-3	1
PP5 inh	2.5	0.3	2.5	0.5	2.8	1.1	5.8	3.4
TPT1 inh	0	-3	-1	1	2	-1	3	-4

(25) O=C(Nc1cccc(S(=O)(=O)N2CCOCC2)c1)C1=NN(c2ccccc2)C(=O)CC1
(26) CC(C)CNC(=O)CN(c1ccccc1)S(=O)(=O)c1ccccc1[N+](=O)[O-]
(27) O=C(C1=C(O)C(=O)N(c2nccs2)C1c1ccccc1)c1cc2ccccc2o1 (stereo not given)
(28) CS(=O)(=O)c1cccc(C(=O)Nc2ccc3c(c2)OCCCO3)c1
(29) CCCCNC(=O)C1CCCN(S(=O)(=O)c2c(C)noc2/C=C/c2cccs2)C1 (stereo not given)
(30) COc1ccccc1NC(=O)NC1CC(=O)N(c2ccc3c(c2)OCCO3)C1 (stereo not given)
(31) COc1ccc(CNC(=O)c2ccc(N3CCCC3=O)cc2)cc1
(32) COc1ccc(C(=O)Nc2nc(CC(=O)NCCc3ccccc3)cs2)cc1

Screen / compound no.	25	26	27	28	29	30	31	32
LYPLA2 counter	0	-4	-1	-2	3	-9	3	-12
PREPL inh	8	10	-12	-5	2	-3	0	-10
HCV core dimer	-12	-6	10	12	-2	-3	-2	2
GASC-1 inh	-27	-1	-4	-1	4	-2	-4	-9
PP1 counter	0	0	9	0	2	-9	0	5
Efflux pump mplx	0.4	-0.1	0.0	0.1	0.1	-0.1	-0.1	0.2
CTSL1 counter	-4	0	1	2	-6	1	-4	6
PP5 inh	-4.5	-0.2	-0.7	2.6	-0.9	4.1	2.0	1.2
TPT1 inh	2	2	-76	0	-1	-1	-3	-5

(33) CCCSc1nc2c(cnn2-c2ccc(C)cc2)c(=O)[nH]1
(34) O=C(CSc1nnc(NC(=O)c2ccco2)s1)Nc1ccccc1
(35) COc1cc2c(c3oc(=O)cc(CC(=O)O)c13)CCC(C)(C)O2
(36) CCn1nc(C)c(/C=N/NC(=O)Cc2ccc(Cl)cc2)c1C
(37) CCC(C)(C)C1CCC2(CC1)NC(=O)N(CC(=O)NCCCc1ccccc1)C2=O (stereo not given)
(38) CNc1oc(-c2ccc(Cl)cc2)nc1P(=O)(c1ccccc1)c1ccccc1
(39) O=C(CCc1ccncc1)NC1CCCc2c1cnn2-c1ccc(F)cc1F (stereo not given)
(40) Cc1ccc(-c2nnc(N3CCN(C(=O)Cn4c(=O)n(C)c5ccccc54)CC3)c3ccccc23)cc1

Screen / compound no.	33	34	35	36	37	38	39	40
LYPLA2 counter	-1	5	5	1	-8	-1	-3	1
PREPL inh	-2	-6	2	14	-3	40	5	2
HCV core dimer	7	-3	7	-3	.	7	2	-1
GASC-1 inh	-2	1	-13	-7	-3	?	1	-46
PP1 counter	5	-2	-1	-7	2	0	-2	-3
Efflux pump mplx	0.0	0.2	0.0	0.1	0.1	0.1	-0.2	0.1
CTSL1 counter	-1	3	1	10	.	3	2	1
PP5 inh	1.9	-2.2	2.1	0.4	0.8	1.8	-2.3	-1.6
TPT1 inh	0	2	1	0	.	1	-2	-1

(41) COc1ccc(NC(=O)CSc2nc(C)cs2)cc1OC
(42) CCCOc1ccccc1N1C(=O)CC(N(O)c2ccccc2)C1=O (stereo not given)
(43) CCOc1cc(NC(=S)NCCCN2CCOCC2)c(OCC)cc1NC(=O)c1cccc(C)c1
(44) COc1ccccc1/C=C\C(=O)NCC(=O)N/N=C(\C)Cc1ccccc1
(45) COc1ccc(S(=O)(=O)N2CCOCC2)cc1NC(=O)CN1CCC(Cc2ccccc2)CC1
(46) CCOc1ccc(NC(=O)c2ccccc2NC(=O)CN2CCN(C(C)=O)CC2)cc1
(47) O=C(Nc1ccc(S(=O)(=O)Nc2ncccn2)cc1)c1ccccc1NS(=O)(=O)c1ccc(F)cc1
(48) CCC(CC)C(=O)c1c[nH]c(C(=O)O)c1

Screen / compound no.	41	42	43	44	45	46	47	48
LYPLA2 counter	-1	-3	-1	-3	8	3	0	-1
PREPL inh	-6	-4	13	1	10	1	6	2
HCV core dimer	1	-10	6	-1	13	6	6	0
GASC-1 inh	15	-9	10	-28	-26	-6	8	1
PP1 counter	-2	1	0	-4	2	-1	-3	-1
Efflux pump mplx	0.0	-0.1	0.5	0.0	0.9	0.0	0.0	0.1
CTSL1 counter	0	-2	-3	1	5	3	0	2
PP5 inh	1.5	1.9	2.6	1.5	4.4	-0.8	-0.3	0.6
TPT1 inh	-3	-2	-2	3	2	-3	0	-4

# 3 structures from above, ordered by number of heavy atoms, largest number first.
(43) CCOc1cc(NC(=S)NCCCN2CCOCC2)c(OCC)cc1NC(=O)c1cccc(C)c1
(44) COc1ccccc1/C=C\C(=O)NCC(=O)N/N=C(\C)Cc1ccccc1
(41) COc1ccc(NC(=O)CSc2nc(C)cs2)cc1OC

Screen / compound no.	43	44	41
LYPLA2 counter	-1	-3	-1
PREPL inh	13	1	-6
HCV core dimer	6	-1	1
GASC-1 inh	10	-28	15
PP1 counter	0	-4	-2
Efflux pump mplx	0.5	0.0	0.0
CTSL1 counter	-3	1	0
PP5 inh	2.6	1.5	1.5
TPT1 inh	-2	3	-3

# (listing goes on)
(49) CC(=O)c1ccc(N2CCN(S(=O)(=O)c3cc4c(cc3C)NC(=O)CO4)CC2)cc1
(50) Cc1cc2occ(CC(=O)NCc3cccs3)c2cc1C(C)C
(51) COc1ccc(NC(=O)c2noc(C(C)C)c2[N+](=O)[O-])cc1
(52) Cc1ccc(S(=O)(=O)CCC(=O)OCC(=O)N(Cc2ccccc2)C(C)C)cc1
(53) O=c1cc(N2CCc3ccccc32)[nH]c(=O)n1-c1ccc(Br)cc1
(54) COc1ccccc1-c1ccc(=O)n(CC(=O)NCc2ccc3c(c2)OCO3)n1
(55) O=c1c2ccccc2nc2n1C(CSc1ccc(Cl)cc1)CN2 (stereo not given)
(56) CN(C(=O)COC(=O)/C=C/c1ccc2c(c1)OCO2)c1c(N)n(Cc2ccccc2)c(=O)[nH]c1=O
(57) C=CC[n+]1c(/C=C/c2ccc(OC(C)=O)c(OC)c2)ccc2ccccc21

Screen / compound no.	49	50	51	52	53	54	55	56	57
LYPLA2 counter	3	-1	-1	2	5	-9	-9	-1	-8
PREPL inh	0	-13	2	11	3	12	-11	12	29
HCV core dimer	2	1	12	1	1	2	-6	1	-31
GASC-1 inh	4	8	-4	-4	-8	3	-18	1	-14
PP1 counter	1	4	0	-4	1	-2	0	-2	-2
Efflux pump mplx	0.2	0.0	-0.1	0.0	0.0	0.1	-0.1	0.1	0.1
CTSL1 counter	-1	-2	0	-83	-3	6	0	12	-15
PP5 inh	2.5	2.9	3.1	2.0	2.0	1.7	-0.9	2.7	2.7
TPT1 inh	-3	-2	-1	1	-1	-2	-2	4	3

# Screens from PubChem BioAssay.

# A portion of the library (hit frequency here may not be typical).
